Screening results deposited in PubChem BioAssay by National Center for Advancing Translational Sciences (NCATS).
GLP1R ag = agonists of human GLP-1 receptor; HEK293 GLP-1R CRE-luciferase, luminescence, 4-6 h; cells express a hypersensitive GLP-1R form; Potency, µM (doses to about 45.6 µM), inactives show at the top dose activation, actives largely listed as activators; 380,000 tested, 0.007% active; AID 624172; also: potency is read from the fitted curve at half-maximal effect; % of control where 0% means no effect
Target sequence (P43220 whole entry, looked up): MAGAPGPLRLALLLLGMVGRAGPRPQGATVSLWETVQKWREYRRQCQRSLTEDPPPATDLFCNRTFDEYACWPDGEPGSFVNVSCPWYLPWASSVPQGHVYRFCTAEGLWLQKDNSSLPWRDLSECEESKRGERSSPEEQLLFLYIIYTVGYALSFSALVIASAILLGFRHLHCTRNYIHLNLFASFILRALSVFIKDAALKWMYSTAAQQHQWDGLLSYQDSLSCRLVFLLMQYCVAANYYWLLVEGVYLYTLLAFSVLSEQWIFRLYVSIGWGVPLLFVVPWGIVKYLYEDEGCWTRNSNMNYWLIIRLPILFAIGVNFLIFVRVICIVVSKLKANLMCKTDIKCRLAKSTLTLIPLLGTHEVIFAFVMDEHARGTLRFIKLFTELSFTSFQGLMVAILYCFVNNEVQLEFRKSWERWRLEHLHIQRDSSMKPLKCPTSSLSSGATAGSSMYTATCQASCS
Abeta rescue = restores growth of yeast expressing A-beta42 peptide; 410,000 tested, 0.063% active; yeast expressing A-beta42, growth rescue, OD600, 48 h; response scale: 0% DMSO, 100% iron-clioquinol control; Potency, µM (series often up to 46.1 µM), without a hit: at the top dose growth rescue, hits mostly activators; also: potency is read from the fitted curve at half-maximal effect; nearly all actives have a fitted effect of over 55% in size
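Yeast growth medium received pinned compounds, then yeast cells expressing toxic A-beta were added; plates incubated at 30 C for 48 hr. Growth read as absorbance at 600 nm, normalized to DMSO and equimolar FeCl3 plus clioquinol controls.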
DRD3 antagonist = D3 dopamine receptor (human) antagonism; AID 652054; max response, negative = inhibition, %; 360,000 tested, 2.5% active; D3R cells, DiscoveRx beta-arrestin luminescence, antagonist mode; stronger effect = lower value; in the data active = max response below about -50%; inconclusive = no clear call, values can overlap the other calls; also: % is scaled to controls: 0 for no effect and ±100 for the full control effect; mostly tested at two doses, the higher about 12 µM
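Cells plated overnight at 1500 cells/well, then exposed to library compounds with dopamine controls for 90 minutes at 37 degrees C. DiscoveRx reagent added for 30–60 minutes at room temperature; luminescence read, quantitative HTS format.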
aSyn yeast inh = rescues yeast growth from alpha-synuclein toxicity. Yeast expressing alpha-synuclein, growth rescue, BacTiter-Glo, 24 h. Potency, µM (top dose mostly 46.1 µM), without a hit: top-dose growth rescue (activation), most hits filed as activators. 370,000 tested, 0.14% active. AID 652106; also: potency is read from the fitted curve at half-maximal effect; % of control where 0% means no effect; nearly all actives have a fitted effect of over 65% in size
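Rescue of yeast growth: cells expressing toxic alpha-synuclein, induced in galactose at OD600 0.02, incubated with compound 24 h at 30 C. ATP luminescence quantified growth; inhibitors of toxicity appear as activators.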
GLP-1R inv ag = GLP-1 receptor (human) inverse agonism; P43220; HEK293 GLP-1R CRE-luciferase, luminescence, 24 h; GLP-1R form is constitutively active; Potency, µM (doses to about 38.3 µM), for the others: top-dose activity change, negative = inhibition, hits mostly inhibitors; 410,000 tested, 1.6% active; AID 624417; also: potency is read from the fitted curve at half-maximal effect; % is scaled to controls: 0 for no effect and ±100 for the full control effect; nearly all actives have a fitted effect of over 55% in size
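Using stably transfected HEK293 (constitutively active GLP-1R, cAMP-luciferase reporter), compounds were incubated 24 hr and luciferase measured by luminescence.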
PTHR1 agonist = agonists of human PTHR1 parathyroid hormone receptor; Q03431; HEK293 GP2 PTHR1 cells, GloSensor cAMP luminescence, 1 h; Potency, µM (series often up to 115 µM), inactives show at the highest dose activation, usual class: activators; 410,000 tested, 0.075% active; AID 743266; also: potency is read from the fitted curve at half-maximal effect; nearly all actives have a fitted effect of over 55% in size; some results filed as inactive show a strong effect at the top dose; inactives centre near -15; many of its hits are not listed in these tables
Target sequence (Q03431 whole entry, looked up): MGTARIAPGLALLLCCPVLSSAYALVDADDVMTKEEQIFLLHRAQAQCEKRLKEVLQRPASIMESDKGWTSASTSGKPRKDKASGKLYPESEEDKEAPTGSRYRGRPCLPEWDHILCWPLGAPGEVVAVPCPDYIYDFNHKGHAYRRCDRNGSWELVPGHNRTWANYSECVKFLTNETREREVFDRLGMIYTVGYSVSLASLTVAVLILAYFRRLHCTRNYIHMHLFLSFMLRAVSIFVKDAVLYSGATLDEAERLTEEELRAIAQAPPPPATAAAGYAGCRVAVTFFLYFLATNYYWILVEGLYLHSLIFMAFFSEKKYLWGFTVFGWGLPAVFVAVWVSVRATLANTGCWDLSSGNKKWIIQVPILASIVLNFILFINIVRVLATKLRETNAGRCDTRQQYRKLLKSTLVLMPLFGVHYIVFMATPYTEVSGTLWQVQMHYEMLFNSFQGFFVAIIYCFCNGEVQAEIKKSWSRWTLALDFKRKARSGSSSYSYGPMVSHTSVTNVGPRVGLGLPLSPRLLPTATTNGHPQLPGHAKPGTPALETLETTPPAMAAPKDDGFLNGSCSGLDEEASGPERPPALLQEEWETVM
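HEK-293-derived GP2 cells expressing PTHR1 and a GloSensor cAMP reporter, 3,000/well, plated overnight, given luciferin plus IBMX (each 0.5 mM as added) for 1 h at 37 °C, then compound for 1 h at 37 °C. Luminescence was read after 15 min at room temperature.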
Akt phos inh = blocks phosphorylation of Akt. 360,000 tested, 0.32% active. Neuro2A IGF-stimulated pAkt S473 HTRF, 20 min; stronger effect = lower value. AID 651550. activity change, % for hits at 50 µM; in the data active = activity change below about -80%; inconclusive = mostly about -51% to -80%; also: % is scaled to controls: 0 for no effect and ±100 for the full control effect
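Single-point screen (50 µM final compound) in Neuro2A cells stimulated 20 min with 6 nM IGF at 37 deg C. After lysis, Ser473-phosphorylated Akt read by HTRF (ex 330 nm, em 615/665 nm) as the 665/615 ratio.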
FUS yeast rescue = rescues growth of FUS-expressing yeast; S. cerevisiae FUS-expressing, growth rescue, OD600, 24 h; Potency, µM (top dose mostly 76.6 µM), for the others: at the top dose growth rescue (activation), usual class: activators; 390,000 tested, 0.24% active;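 also: potency is read from the fitted curve at half-maximal effect; plate controls were DMSO vehicle for no effect and reference control for full effect; nearly all actives have a fitted effect of over 55% in size; some results filed as inactive show a strong effect at the top dose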
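Steps: raffinose overnight preculture; dilution to OD 0.005 in 2% galactose minimal medium; compound addition (concentration series); 24hr at 30C, 99% humidity; absorbance read at 600 nm.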
TDP43 rescue = rescues yeast growth from TDP-43 toxicity; Potency, µM (titrated, usually from 46.1 µM), inactives show top-dose growth rescue (activation), usual class: activators; TDP-43 expressing yeast growth rescue, BacTiter-Glo, 24 h; 410,000 tested, 1.8% active; also: potency is read from the fitted curve at half-maximal effect; % of control where 0% means no effect; nearly all actives have a fitted effect of over 50% in size
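Yeast cells expressing TDP-43 under galactose induction are exposed to compounds for 24 hr at 30 deg C. BacTiter-Glo luminescence measures growth, so protective compounds score as activators.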
Active calls of the source: *; i = inactive; ? = inconclusive; · = no result given; & = joins results of further samples; [ ] = dose if it differs, or a comment. Unless noted, calls follow the shape of the dose curve; as a rule, active = well fitted curve in the direction sought with a large enough effect; inconclusive = small, poorly fitted or top-dose-only effect, or another doubt; inactive = no such curve, though single readings can be large; an effect the other way counts as inactive or inconclusive.

SMILES	GLP1R ag	Abeta rescue	DRD3 antagonist	aSyn yeast inh	GLP-1R inv ag	PTHR1 agonist	Akt phos inh	FUS yeast rescue	TDP43 rescue
CC(=O)c1ccc(N2CCN(CC3CCCCC3)CC2)cc1	-2%	6%	?	5%	16%	-25%	i	12%	6%
CC(C)Cc1cc(C(=O)N2CCC(N3CCC(C(=O)NC4CC4)CC3)CC2)n[nH]1	5%	-4%	-9	1%	16%	2%	i	32%	-7%
CN(C)S(=O)(=O)c1ccc(C(=O)NCCOc2ccccc2)cc1	-10%	-8%	22	1%	-7%	-3%[57.5 µM]	i	-2%	2%
O=C1C(Cc2ccccc2)Nc2ncnc(N3CCN(c4ccccc4)CC3)c2N1Cc1ccccc1 (stereo unspecified)	-3%	1%	-15	6%	?	17%	i	24%	-1%
Cn1c(SCc2nc(-c3ccccc3)no2)nnc1-c1cccs1	5%	-2%	11	-15%	0%	-31%[inhibitor][57.5 µM]	i	10%	0%
Cc1ccc(S(=O)(=O)Nc2ccc(-n3cnnn3)cc2)c(C)c1	-4%	8%	39	7%	10%	-18%	i	-9%	7%
O=C(CN1CCOCC1)N1CCN(c2ccc([N+](=O)[O-])cc2)CC1	1%	-4%	3	1%	7%	-33%[inhibitor]	i	-23%	16%
CCCN1CCN(CCCNC(=O)c2ccccc2NC(=O)C2=C(C)OCCS2)CC1	-1%	-19%	-22	-12%	-11%	?	i	5%	-23%
O=C(NCC1CCCO1)C(=O)N/N=C/c1ccc(O)c(Cl)c1 (stereo unspecified)	11%	-6%	-3	-2%	44%[activator]	-6%	i	11%	-14%
COc1cccc(C(=O)N(C)c2nnc(-c3ccncc3)s2)c1	2%	9%	23	8%	0%	-30%	i	·	31%
Cc1cc(NC(=O)CSc2nc3ccccc3n2CCC#N)no1	7%	0%	8	1%	4%	-12%	i	11%	-14%
Cc1ccc(NC(=O)CN2C(=O)N/C(=C\c3cccnc3)C2=O)cc1	-4%	-3%	-6	-1%	16%	i	i	-3%	5%
CC(=O)NS(=O)(=O)c1ccc(NC(=O)c2cccc(S(=O)(=O)N3CCc4ccccc43)c2)cc1	9%	15%	6	2%	-6%[0.307 µM]	i	i	?	-1%
CC(C)(C)OC(=O)N1CCC[C@H]1c1nnc(SCc2c(F)cccc2Cl)o1	15%	-37%[inhibitor]	12	-11%	8.9µM*	-22%	i	22%	2%
CN(c1cccc(NC(=O)CN(c2ccc(F)cc2)S(C)(=O)=O)c1)S(C)(=O)=O	-1%	4%	-30	-4%	16%	i	i	-17%	-5%
O=C(NC1CCCCCC1)C1CCN(S(=O)(=O)c2ccccc2)CC1	0%	-5%	16	3%	-1%	-77%[inhibitor]	i	14%	-3%
CC(CC(=O)N1CCN(c2cccc(Cl)c2)CC1)S(=O)(=O)c1ccc2c(c1)NC(=O)CO2 (stereo unspecified)	-4%	4%	59	4%	?	-91%[inhibitor]	i	13%	-3%
Cc1cccc(NC(=O)c2sc3ncn(CC(=O)N4CCN(c5ccccn5)CC4)c(=O)c3c2C)c1	4%	1%	19	6%	?	-2%	i	28%	10%
c1ccc(Cc2nn3c(-c4ccncc4)nnc3s2)cc1	-2%	0%	-14	-33%[inhibitor]	2%	i	i	21%	-20%
CC(C)(C)S(=O)(=O)c1nc2ccccc2s1	2%	-4%	?	-2%	12%	i	i	-5%	-7%
CC1CCCCC1NC(=O)CN1C(=O)CSc2cc(S(=O)(=O)N3CCCCCC3)ccc21 (stereo unspecified)	8%	10%	5	0%	?	i	i	42%	6%
CCc1nnc(NC(=O)CCC(=O)N2CCN(S(=O)(=O)c3cc(Cl)ccc3OC)CC2)s1	-1%	2%	15	-4%	10%	-20%	i	-3%	-10%
Cc1ccc2oc(-c3cc(NC(=O)c4oc5ccccc5c4C)ccc3Cl)nc2c1	·	-21%	·	·	8%	i	·	-18%	2%
CCc1ccc(CCC(=O)Nc2nnc(C)s2)o1	2%	-1%	-5	1%	0%	i	i	21%	-2%
CC1(C)CC(=O)C(C=NCc2ccc3c(c2)OCO3)=C(O)C1	-1%	14%	11	-1%	2%	i	i	16%	?
O=C(COC(=O)c1c(F)cccc1F)NC(=O)NCc1ccccc1	-3%	1%	?	3%	4%	i	i	-32%	-41%[inhibitor]
CCC/C=C/c1ccc(CN2C(C)C(=O)N(Cc3cn(CC4CCCCC4)nn3)CCS2(=O)=O)cc1 (stereo unspecified)	6%	3%	-17	3%	?	-27%	i	?	17%
C[C@@H]1CCC[C@]2(O[C@H](CCO)C[C@@H](O)[C@@H]2O)O1	7%	-6%	-19	-7%	3%	-27%	i	-14%	27%
CC(C)CN(C(=O)Cn1c(=O)cnc2ccccc21)C1CCS(=O)(=O)C1 (stereo unspecified)	-11%	7%	-11	0%	2%	i	i	-3%	11%
CN(C)S(=O)(=O)Nc1ccccn1	-8%	0%	?	0%	6%	-13%	i	-21%	-13%
COc1cc(NC(=O)c2ccccc2[N+](=O)[O-])c(C(=O)O)cc1OC	4%	-8%	4	0%	2%	i	i	7%	-22%
Cc1ccc(NC(=O)CN(C)C(=O)COC(=O)c2nccnc2N)cc1	-7%	-1%	3	-5%	10%	i	i	-7%	13%
CN(c1ccccc1C(=O)O)S(=O)(=O)c1ccc2[nH]c(=O)[nH]c2c1	-4%	-7%	7	10%	-5%	i	i	-12%	16%
Cc1sc2ncnc(SCC(=O)NC3CC3)c2c1C	-4%	4%	47	-7%	36%[activator]	i	i	28%	0%
Cc1cc(C)nc(Sc2nc(Cl)nc(N(c3ccccc3)c3ccccc3)n2)n1	-8%	12%	0	-1%	?	i	i	30%	5%
CC(C)(C)NC(=O)C(c1cccs1)N(C(=O)C(=O)NC1CCCC1)c1ccccc1F (stereo unspecified)	5%	-9%	-65*	-3%	-35%	9%	i	3%	-12%
O=C(CSc1nc2ccccc2nc1Cc1ccc(Cl)cc1)N1CCc2ccccc21	·	-20%	·	·	6%	6%	·	-2%	-19%
CC1(C)CN(Cc2ccccc2)C(=O)[C@H]1CC(=O)Nc1ccccc1	-1%	5%	4	0%	10%	i	i	-7%	19%
Cc1sc2ncn(CC(=O)N3CCN(c4ccccn4)CC3)c(=O)c2c1S(=O)(=O)N1CCCCC1	1%	-11%	-2	-6%	-16%	i	i	37%	5%
CCOC(=O)CSc1nnc2c3ccccc3n(CC)c2n1	19%	-3%	22	4%	8%	-16%	i	-32%	?
C=C1C(C(=O)Nc2cccc(OC)c2)C1C(=O)Nc1cccc(OC)c1 (stereo unspecified)	8%	-8%	-1	3%	14%	-9%	i	3%	-5%
NC(=Nc1ccc(Br)cc1)c1ccccc1	10%	-9%	21	-11%	23%	-5%	i	-28%	4%
O=C(/C=C/c1ccccc1)NC(=S)Nc1ccccc1O	14%	-2%	-21	-6%	-9%	i	i	9%	-14%
O=C(c1cccs1)N1CCc2c([nH]c3ccccc23)C1c1ccccn1 (stereo unspecified)	0%	16%	?	14%	?	?	i	24%	?
CN1CCc2ccccc2Cc2[nH]c3ccccc3c2CC1	10%	-13%	-110*	2%&-11%	-6%	-16%	i	-15%	9%
Cc1cc(C(=O)CN2C(=O)NC(CCS(C)(=O)=O)C2=O)c(C)n1C1CC1 (stereo unspecified)	-7%	-5%	-16	-1%	4%	26%	i	13%	4%
CCN(CC(=O)NCc1cccs1)C(=O)c1cc(=O)[nH]c2ccccc12	-22%	-11%	8	4%	2%	i	i	·	21%
Cc1ccc(Cc2nc3ccccc3nc2SCC(=O)NCc2ccc(F)cc2)cc1	0%	-9%	·	·	7%	-25%	·	18%	10%
Cc1nnc(NC2=NCCC2)o1	-7%	-3%	31	-3%	0%	i	i	-6%	-1%
CCSc1nc2c(c(=O)[nH]c(=O)n2C)n1Cc1ccc(Cl)cc1	26%	-1%	37	-3%	66%[activator]	-15%	i	-6%	-11%
Cc1ccccc1NC(=O)C1CCN(S(=O)(=O)c2ccc3c(c2)NC(=O)C(C)S3)CC1 (stereo unspecified)	-2%	-4%	19	4%	?	-61%[inhibitor]	i	-8%	-4%
CC(=O)Nc1ccc(S(=O)(=O)NNC(=O)CCC(=O)Nc2cc(C)ccc2C)cc1	-2%	19%	3	0%	0%	i	i	5%	10%
O=C(Nc1ccccc1)[C@@H]1[C@@H]2C(=O)N(c3ccc(F)cc3)C(=O)[C@@H]2[C@H]2C=CC=NN21	6%	-3%	-4	1%	10%	-11%	i	11%	-1%
COc1ccc(C(C)(NC(C)=O)c2nc(-c3cccc(C(F)(F)F)c3)cs2)cc1 (stereo unspecified)	16%	2%	4	4%	?	-15%	i	?	35µM*
COc1ccc2c(c1)c1c(c(=O)n(-c3ccccc3C)c(=O)n1CC(=O)N1CCCC1)n2C	0%	-10%	·	·	1%	-9%	·	5%	-1%
Cc1cc(C)cc(NC(=O)Nc2c(Br)cnn2C)c1	5%	-17%	-28	-4%	-1%	-8%	i	-28%	-5%
COc1ccccc1-c1cccc(-c2nc(C(=O)N3CCCCC3)cc3c2[C@@H](CCO)N(S(=O)C(C)(C)C)C3)c1 (stereo partly specified)	1%	-1%	-20	-3%	12%	i	i	44%	18%

Some entries already given, showing only aSyn yeast inh.
| canonical_smiles | aSyn yeast inh |
| --- | --- |
| O=C(/C=C/c1ccccc1)NC(=S)Nc1ccccc1O | -6% |
| O=C(c1cccs1)N1CCc2c([nH]c3ccccc23)C1c1ccccn1 (stereo unspecified) | 14% |

This is a subset; rates above refer to the full screens.
